MBNL1-CUG inh: inhibitors of human MBNL1 binding to CUG repeat RNA | TR-FRET MBNL1-His/biotin-(CUG)12 binding, 665/545 ratio | 280,000 compounds, 0.036% hits | Potency, µM (titrated, usually from 57.5 µM), for the others: top-dose activity change, negative = inhibition, hits mostly inhibitors; active = well fitted inhibition curve with a large enough effect in the signal ratio, with a control signal flat, not every such curve was filed as active; inconclusive = small, poorly fitted or top-dose-only effect, or effect the other way, or a change in a side signal; inactive = no such curve, though single readings can be large or run the other way; the % refers to the signal ratio; note: % is set by controls: 0 for no effect and ±100 for the full control effect
Target sequence (Q9NR56 whole entry, looked up): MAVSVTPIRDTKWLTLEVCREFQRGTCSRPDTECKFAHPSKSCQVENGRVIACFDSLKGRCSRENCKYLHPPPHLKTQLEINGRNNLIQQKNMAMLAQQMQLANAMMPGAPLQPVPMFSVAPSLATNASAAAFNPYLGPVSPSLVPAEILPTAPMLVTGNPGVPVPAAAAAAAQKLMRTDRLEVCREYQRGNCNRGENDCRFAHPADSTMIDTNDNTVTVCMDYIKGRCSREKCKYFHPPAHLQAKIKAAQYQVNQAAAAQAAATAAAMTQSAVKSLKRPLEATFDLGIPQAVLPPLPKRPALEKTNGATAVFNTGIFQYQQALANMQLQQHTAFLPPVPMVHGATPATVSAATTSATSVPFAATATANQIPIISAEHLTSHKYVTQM
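TR-FRET between His-tagged MBNL1 and biotin-(CUG)12 RNA, detected with Tb anti-His antibody (0.055 ng/ul) and streptavidin-XL665 (5 nM), 60 min at room temperature. Compounds titrated 92 nM to 58 uM; 665/545 nm ratio normalized to buffer and complex controls.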
Rab9 promoter act: activators of Rab9 promoter | Huh7 Rab9 promoter-luciferase reporter, luminescence, 24 h | 320,000 compounds, 2.8% hits | AID 485297 | Potency, µM (doses to about 9.22 µM), without a hit: top-dose activation, negative = inhibition, hits mostly activators; note: % of control where 0% means no effect; nearly all actives have a fitted effect of over 60% in size
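Measured in stably transfected Huh7 cells bearing a Rab9 promoter–luciferase construct: 24 h compound treatment at 37 °C, followed by luminescence detection.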
NPC1 prom act: NPC1 promoter activation; Huh7 NPC1 promoter luciferase reporter, 24 h; Potency, µM (highest dose often 9.22 µM), for inactives: top-dose activation, most hits filed as activators; 320,000 compounds, 2.4% hits; AID 485313;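 note: % of control where 0% means no effect; nearly all actives have a fitted effect of over 60% in size; reporter is driven by a mutant NPC1 promoter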
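Huh7 reporter cells (NPC1 promoter driving luciferase) are dosed with compound for 24 h at 37 °C, 5% CO2; luciferase detection reagent is then added and luminescence measured after 10 min at ambient temperature.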
Gal4-VP16 FLuc: Gal4-VP16 reporter inhibition counter-screen. Drosophila S2 Gal4-VP16 UAS-luciferase, luminescence, 20 h. Potency, µM (top dose mostly 53.6 µM), without a hit: at the top dose activity, negative = inhibition, usual class: inhibitors. 310,000 compounds, 3.5% hits. AID 2546;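 note: Gal4-VP16 expression switched on by copper sulfate through the metallothionein promoter; % is set by controls: 0 for no effect and ±100 for the full control effect; nearly all actives have a fitted effect of over 50% in size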
ELG1 genotoxic: inducers of genotoxicity in HEK293T ELG1-luciferase cells | HEK293T ELG1-luciferase reporter, luminescence, 16 h | AID 504466 | 330,000 compounds, 1.3% hits | Potency, µM (highest dose often 46 µM), without a hit: at the highest dose activity change, positive = activation, most hits filed as activators; note: % of control where 0% means no effect; nearly all actives have a fitted effect of over 60% in size
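Step 1: seed 2,000 HEK293T ELG1-luciferase cells per well. Step 2: add compound or DMSO, incubate 16 hr at 37 °C. Step 3: ONE-Glo, 30 min at room temperature, read luminescence.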
uPA surface inh: cell surface uPA generation inhibition. Potency, µM (doses to about 38.3 µM), for the others: at the top dose activity change, negative = inhibition, actives largely listed as inhibitors. 330,000 compounds, 0.31% hits. cell surface uPA generation assay, qHTS; active = well fitted inhibition curve with a large enough effect; inconclusive = small, poorly fitted or top-dose-only effect; inactive = no such curve, though single readings can be large or run the other way; tested in mouse RAW 264.7 cells; note: % is set by controls: 0 for no effect and ±100 for the full control effect; nearly all actives have a fitted effect of over 55% in size
p53 reactivation: mutant p53 re-activation in reporter cells; Potency, µM (top dose mostly 92.2 µM), for inactives: at the highest dose activity change, positive = activation, hits mostly activators; 320,000 compounds, 0.063% hits; H1299 p53-A138V BP100-luciferase reporter, luminescence, 24 h; note: % of control where 0% means no effect; nearly all actives have a fitted effect of over 45% in size
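p53-null H1299 cells stably carrying temperature-sensitive p53-A138V and a BP100-luciferase reporter were pinned with compounds (4-point, 1:5 series) and held 24 hrs at 37 deg C. Luminescence was read 10 min after detection reagent.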
BRCA1 expr act: activators of BRCA1 expression; 380,000 compounds, 1.1% hits; Potency, µM (top dose mostly 46.1 µM), for the others: top-dose activation, most hits filed as activators; AID 624202; MCF7-BRCA1-FFLuc reporter, luminescence, 48 h; response scale: scaled: vehicle 0%, 10 µM genistein 100%; note: nearly all actives have a fitted effect of over 80% in size; some results filed as inactive show a strong effect at the top dose
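Luminescence from a BRCA1-driven firefly luciferase in MCF7 cells was read after 48 h compound exposure at 37 C. Data normalized against DMSO and a 10microM genistein activation control, then curve-fitted across the titration.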
RORgamma inh: blocks mouse ROR gamma transcriptional activity; 310,000 compounds, 5.4% hits; P51450; Potency, µM (series often up to 53.6 µM), inactives show at the top dose activity change, negative = inhibition, hits mostly inhibitors; Drosophila S2 Gal4-RORgamma UAS-luciferase reporter, 20 h; note: % is set by controls: 0 for no effect and ±100 for the full control effect; nearly all actives have a fitted effect of over 60% in size
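Stably transfected Drosophila Schneider cells are the test system, with ROR gamma fused to Gal4 and luciferase under UAS control; luminescence is read after 20 hr of 700 uM copper sulfate induction at ambient temperature.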
FLuc counter: counter-screen for miR-21 project: firefly luciferase inhibitors or activators; P08659; purified FLuc, Km substrates, luminescence inhibition; Potency, µM (titrated, usually from 57.5 µM), for the others: at the highest dose activity change, negative = inhibition, actives largely listed as inhibitors; 360,000 compounds, 6.9% hits; AID 588342;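 note: plate controls were vehicle for no effect and reference inhibitor for full effect; nearly all actives have a fitted effect of over 55% in size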
Target sequence (P08659 whole entry, looked up): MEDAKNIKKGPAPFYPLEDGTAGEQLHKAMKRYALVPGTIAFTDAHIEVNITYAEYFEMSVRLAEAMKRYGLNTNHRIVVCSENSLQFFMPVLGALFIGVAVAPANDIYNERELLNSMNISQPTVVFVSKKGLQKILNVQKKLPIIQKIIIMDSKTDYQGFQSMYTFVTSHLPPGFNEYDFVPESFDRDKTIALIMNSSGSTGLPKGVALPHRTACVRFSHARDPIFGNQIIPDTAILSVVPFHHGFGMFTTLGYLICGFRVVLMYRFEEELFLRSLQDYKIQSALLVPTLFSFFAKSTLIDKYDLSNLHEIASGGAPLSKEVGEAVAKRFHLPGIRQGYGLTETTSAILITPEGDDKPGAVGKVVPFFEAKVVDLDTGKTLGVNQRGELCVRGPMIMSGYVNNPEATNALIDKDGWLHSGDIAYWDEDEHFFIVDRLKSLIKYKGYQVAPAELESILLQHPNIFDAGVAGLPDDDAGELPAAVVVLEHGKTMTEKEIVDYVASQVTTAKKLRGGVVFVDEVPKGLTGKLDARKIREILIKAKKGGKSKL
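Biochemical qHTS of compounds, final roughly 60 µM downward over six points, against 10 nM purified firefly luciferase using Km concentrations of substrates (10 uM D-luciferin, 10 uM ATP) in Tris acetate pH 7.5 buffer; luminescence output.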
Active calls of the source: *; u = inconclusive; x = no result given; [ ] = another dose, or the depositor's remark. Unless noted, calls come from the whole dose curve; as a rule, active = well fitted curve in the direction sought with a large enough effect; inconclusive = small, poorly fitted or top-dose-only effect, or another doubt; inactive = no such curve, though single readings can be large; an effect the other way counts as inactive or inconclusive. Potency is the fitted concentration of half-maximal effect. The list is partial (hit frequency here may not be typical).

SMILES	MBNL1-CUG inh	Rab9 promoter act	NPC1 prom act	Gal4-VP16 FLuc	ELG1 genotoxic	uPA surface inh	p53 reactivation	BRCA1 expr act	RORgamma inh	FLuc counter
COc1ccc(CCN(C)Cc2ccncc2)cc1OC	-11%	-1%	-3%	2%	0%	x	5%	2%	-12%	0%
N=C1c2ccccc2CN1NC(=O)c1ccco1	x	x	x	x	-1%	3%	-13%	3%	x	x
C=CCn1c(O)c(C(C)=NCCN2CCCCC2)c(=O)[nH]c1=O	-12%	1%	2%	-2%	1%	0%	2%	3%	u	7%
CCC1C2CC3C4N(C)c5ccccc5C45CC(C2C5O)N3[C@@H]1O (some centres undefined)	-9%	-4%	2%	-3%	-1%	3%	2%	8%	12%	0%
CCOP(=O)(OCC)C1(C(=O)O)CCCC1	x	6%	-1%	6%	0%	2%	0%	-7%	2%	4%
CCOc1ccc(N2C(=O)/C(=C/c3ccco3)C(=O)NC2=S)cc1	12%	-2%	-2%	4%	-2%	11%	u	x	12%	u
Cc1ccc(CSc2n[nH]c(N)n2)cc1	u	-1%	0%	1%	2%	-5%	6%	x	0%	2%
CN1CCN(C(=O)COc2ccc3ccccc3c2Br)CC1	39%[activator]	4%	-4%	17%	0%	x	0%	32%	-6%	-12%
CN(Cc1ccccc1)C1CCCN(C(=O)COc2ccccc2Cl)C1 (centres undefined)	-5%	-6%	-8%	5%	-12%	-2%	11%	-34%	16%	3%
CC1(C)C2SCC(=O)N2CCN1CC(=O)NN (centres undefined)	-11%	-3%	2%	20%	3%	3%	-2%	-8%	-1%	-2%
O=C(Cc1coc2cc3c(cc12)CCC3)OCC(=O)N1CCCC1=O	6%	0%	-4%	u	-7%	0%	-11%	-33%	-30%	u
Cc1ccc2c(c1)CC1(CN2C)C(=O)NC(=O)N(C(C)C)C1=O (centres undefined)	6%	2%	0%	1%	-2%	-6%	4%	-18%	16%	1%

Some of these compounds in order of number of heavy atoms, falling:
SMILES	MBNL1-CUG inh	Rab9 promoter act	NPC1 prom act	Gal4-VP16 FLuc	ELG1 genotoxic	uPA surface inh	p53 reactivation	BRCA1 expr act	RORgamma inh	FLuc counter
CN(Cc1ccccc1)C1CCCN(C(=O)COc2ccccc2Cl)C1 (centres undefined)	-5%	-6%	-8%	5%	-12%	-2%	11%	-34%	16%	3%
O=C(Cc1coc2cc3c(cc12)CCC3)OCC(=O)N1CCCC1=O	6%	0%	-4%	u	-7%	0%	-11%	-33%	-30%	u
CCC1C2CC3C4N(C)c5ccccc5C45CC(C2C5O)N3[C@@H]1O (some centres undefined)	-9%	-4%	2%	-3%	-1%	3%	2%	8%	12%	0%
Cc1ccc2c(c1)CC1(CN2C)C(=O)NC(=O)N(C(C)C)C1=O (centres undefined)	6%	2%	0%	1%	-2%	-6%	4%	-18%	16%	1%
CN1CCN(C(=O)COc2ccc3ccccc3c2Br)CC1	39%[activator]	4%	-4%	17%	0%	x	0%	32%	-6%	-12%
N=C1c2ccccc2CN1NC(=O)c1ccco1	x	x	x	x	-1%	3%	-13%	3%	x	x
CC1(C)C2SCC(=O)N2CCN1CC(=O)NN (centres undefined)	-11%	-3%	2%	20%	3%	3%	-2%	-8%	-1%	-2%
CCOP(=O)(OCC)C1(C(=O)O)CCCC1	x	6%	-1%	6%	0%	2%	0%	-7%	2%	4%
Cc1ccc(CSc2n[nH]c(N)n2)cc1	u	-1%	0%	1%	2%	-5%	6%	x	0%	2%

(continued)
SMILES	MBNL1-CUG inh	Rab9 promoter act	NPC1 prom act	Gal4-VP16 FLuc	ELG1 genotoxic	uPA surface inh	p53 reactivation	BRCA1 expr act	RORgamma inh	FLuc counter
COc1ccc(NC(=O)N2C[C@@H]3C[C@@H](C2)c2cccc(=O)n2C3)c(OC)c1	-3%	0%	0%	0%	2%	6%	11%	5%	-26%	3%
CC(=O)N1CN2CN(C1)CN(C(C)=O)C2	-20%	-7%	1%	-22%	-2%	0%	2%	-10%	1%	-2%
Cc1nc2cc(-c3ccccc3)nn2c(C)c1CCC(=O)N1CCC2(CC1)OCCO2	-8%	3%	1%	10%	4%	1%	-15%	-51%	u	u
C[C@]12CCC3C(CC[C@H]4C[C@@H](O)CC[C@]34C)C1C[C@@H](Br)[C@@H]2O (some centres undefined)	x	x	x	x	0%	0%	4%	12%	x	x
CCOc1ccccc1-n1c(O)c(C=Nc2ccc(N(CC)CC)cc2)c(=O)[nH]c1=O	u	-5%	9%	1%	14%	-14%	u	-74%	-4%[10 µM]	19µM*
OC[C@H]1O[C@@H](n2cnc3cc(Cl)c(Cl)cc32)[C@H](O)[C@@H]1O	x	1%	-1%	x	-33%[inhibitor]	8.9µM*	1%	-8%	x	3%
COc1cccc(N2C(=O)CC(=O)NC2=O)c1	0%	-5%	-1%	-2%	0%	1%	-5%	2%	-20%	0%
COc1ccc(/C=C2/C(=O)NC(=O)N(C3CCCCC3)C2=O)cc1CSc1ccccn1	-7%	-2%	-2%	u	-2%	x	4%	x	26%	u
C=C1C(=O)O[C@@H]2C[C@@H](C)[C@H]3C=CC(=O)[C@]3(O)C[C@@H]12	0%	-37%[inhibitor]	-22%	u	u	u	-12%	-36%	7.1µM*	-2%
CCOC(=O)C1=C(C)N(C)C2(C)CC1c1ccccc1O2 (centres undefined)	0%	-5%	-2%	0%	-1%	-6%	3%	-18%	-12%	3%
COc1ccc(C(=O)CC2(CC(=O)c3ccc(OC)cc3)C(=O)N(C)C(=O)N(C)C2=O)cc1	-8%	-1%	0%	u	7%	4%	-5%	-5%	-9%	3%
C=CCN1C(=O)NC(=O)/C(=C/C=C/c2ccccc2)C1=O	-29%	-28%	-13%	-1%[10 µM]	-19%	0%	5%	-5%	u	u

Carrying on:
molecule | MBNL1-CUG inh | Rab9 promoter act | NPC1 prom act | Gal4-VP16 FLuc | ELG1 genotoxic | uPA surface inh | p53 reactivation | BRCA1 expr act | RORgamma inh | FLuc counter
C=C(C)c1cccc(C(C)(C)NC(=O)NC2CN3CCC2CC3)c1 (centres undefined) | -10% | -4% | -3% | 3% | -1% | 4% | 1% | -27% | 0% | -1%
N[C@@H](Cc1cc(Br)c(O)c(Br)c1)C(=O)O | u | 1% | 1% | -3% | 0% | x | 0% | x | 18% | 7%
O=C(C1CCN(S(=O)(=O)N2CCOCC2)CC1)N1CCC2(CC1)OCCO2 | -29% | 11% | 6% | -9% | -6% | 5% | u | 10% | 6% | -2%
Nc1nonc1OCCCCOc1nonc1N | -2% | -5% | -1% | 0% | 2% | -1% | 2% | 4% | 0% | -1%
COc1cc(CN2CCNCC2)cc(OC)c1OC | -7% | -4% | 0% | 3% | -2% | 0% | -2% | -17% | -2% | 2%
COc1cc(C(=O)N2CCN(c3cccc(C)c3C)CC2)cc(OC)c1OC | 7% | -12% | -23% | -18% | 4% | u | -7% | -56% | u | -1%
COc1ccc(/C=C2/C(=O)NC(=S)N(C3CC3)C2=O)cc1CN1C(=O)c2ccccc2C1=O | 23% | -3% | 1% | -3% | -1% | -2% | -11% | -19% | 0% | -13%
COc1ccc(NC(=O)c2cn(CCC#N)nc2-c2cccc([N+](=O)[O-])c2)cc1 | u | -1% | -2% | -1% | 0% | 0% | -4% | -68% | -12% | -1%
CC1(C)C(c2ccccc2)=NC(c2cccnc2)=[N+]1[O-] | 0% | 18% | 11% | 5% | -5% | -2% | -3% | -2% | -1% | -14%
Cn1ncnc2c(=O)n(C)c(=O)nc1-2 | u | -57%[inhibitor] | -55%[inhibitor] | 0.63µM* | -17% | 1.1µM* | -69%[inhibitor] | -74% | 0.04µM* | -4%
CC(C)(C)n1cc(C(=O)c2ccc3ccccc3c2O)cn1 | 2% | 0.56µM* | 0.45µM* | u | u | -6% | u | 11% | u | 0.67µM*
CNS(=O)(=O)c1ccc(N=Cc2c(O)n(-c3ccc(C)cc3)c(=O)[nH]c2=O)cc1 | -3% | 21% | -2% | 4% | 1% | -1% | 0% | 0% | 15% | 0%
CCOP(=O)(OCC)c1cccc(OP(=O)(c2cccc([N+](=O)[O-])c2)c2cccc([N+](=O)[O-])c2)c1 | u | -10% | -1% | 4% | 0% | 1% | -1% | 0% | -1% | -2%
Cn1cc(C(O)CN2CCCCC2)c2ccccc21 (centres undefined) | 0% | 2% | 1% | -19% | -4% | 0% | 2% | -21% | -37% | -1%

Compound activity as filed in PubChem BioAssay.
